# CendR NRP1 mod: NRP-1/CendR interaction modulation; O14786; FAM-RPARPAR peptide binding to NRP-1, fluorescence polarization; actives 0.85% (n = 360,000); inhibition, % at 25 µM;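 active means inhibition or corrected inhibition above about 18%, plus a signal ratio from 0.5 to 1.5, limit read from the data, passing the limit was not always enough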; further: strong numbers were not always called active
# Tb MetRS inh: blocks T. brucei methionyl-tRNA synthetase activity. actives 0.4% (n = 360,000). purified T. brucei MetRS, ATP depletion, Kinase-Glo luminescence. inhibition, % at 11.9 µM. AID 624268;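 active means inhibition above a per-plate cutoff of the control wells' mean inhibition plus 3 SD, cut at about 5.5% in these data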;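 further: 0% = DMSO wells median and 100% = median of wells with control inhibitor compound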
#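 assay system = parasite MetRS enzyme | timing = 15 min preincubation, 2 h reaction, all 25 °C | evaluation = percent inhibition relative to median high and low control wells | medium = HEPES buffer containing pyrophosphatase, BSA, spermine, DTT | compound = single dose, 11.9 µM final nominal, 0.9% final DMSO | detection = Kinase-Glo luminescence, ATP depletion format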
# LMPTP inh: LMPTP (human) inhibition; actives 0.22% (n = 360,000); inhibition, % at 20 µM; recombinant LMPTP-A, OMFP fluorogenic substrate, fluorescence intensity; P24666; AID 651560;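 active means compounds that cut the enzyme signal by at least half of the control window in the single-dose screen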;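 further: plate controls were DMSO wells with enzyme plus substrate for no effect and substrate without enzyme for full effect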
# Target sequence (P24666 whole entry, looked up): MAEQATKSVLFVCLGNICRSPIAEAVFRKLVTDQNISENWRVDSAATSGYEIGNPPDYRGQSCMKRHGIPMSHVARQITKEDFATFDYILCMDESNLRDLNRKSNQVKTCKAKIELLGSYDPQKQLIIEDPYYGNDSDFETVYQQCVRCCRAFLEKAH
#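 Test system: LMPTP-A, protein tyrosine phosphatase of low molecular weight; Input: 0.625 nM enzyme; Incubation: 50 min dark incubation at room temperature; Signal: endpoint fluorescence intensity from OMFP dephosphorylation; Read-out basis: % inhibition versus control wells.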
# Scp1 inh: blocks human Scp-1 phosphatase activity. Q9GZU7. actives 0.88% (n = 340,000). Recombinant Scp1, phosphopeptide, malachite green phosphate absorbance. inhibition, % at 20 µM;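 active means inhibition above about 50% at 20 µM, limit read from the data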;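 further: plate controls were DMSO wells with enzyme for no effect and wells lacking enzyme for full effect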
# Target sequence (Q9GZU7 76-261 limits assumed): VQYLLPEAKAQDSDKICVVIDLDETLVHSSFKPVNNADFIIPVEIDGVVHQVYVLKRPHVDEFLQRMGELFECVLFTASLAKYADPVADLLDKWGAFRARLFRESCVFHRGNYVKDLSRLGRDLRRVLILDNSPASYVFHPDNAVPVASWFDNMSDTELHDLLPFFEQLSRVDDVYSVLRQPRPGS
#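 Assay system: SCP-1 catalytic fragment, aa 76-261 | Buffer or medium: Tris acetate buffer pH 5.5 with MgCl2 and Tween-20 | Compound: One concentration, 20 µM, with 1.0% DMSO | Also added: Phospho 17-mer peptide substrate | Signal: Absorbance at 630 nm | Incubation: 45 min enzyme reaction at room temperature | Measure: % inhibition of SCP-1 phosphate liberation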
# Neddylation inh: inhibitors of human cullin neddylation; P61081+Q13564; TR-FRET cullin neddylation, biochemical; calls only at 25 µM; actives 0.58% (n = 360,000); in the data active means inhibition above about 36%
# NadD block: inhibitors of Staphylococcus aureus NadD. purified NadD enzyme, colorimetric absorbance read-out. inhibition, % at 20 µM. actives 0.78% (n = 360,000). AID 602399; in the data active means inhibition above about 26%; further: some compounds past the cut are filed as inactive
# SKN-1 block: inhibitors of C. elegans SKN-1. actives 0.49% (n = 360,000). AID 624304. inhibition, % at 21.8 µM. C. elegans VP596 Pgst-4::GFP/RFP ratio, acrylamide-induced, 24 h;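 active means interference check ratio from 0.5 to 1.5 plus GFP to RFP signal ratio inhibition reaching or exceeding a fixed threshold, cut at about 30% in these data, passing the limit was not always enough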; further: some compounds called inactive have numbers as strong as hits
# STEP inh: blocks human striatal-enriched tyrosine phosphatase; actives 0.25% (n = 360,000); inhibition, % at 20 µM; P54829; recombinant STEP, OMFP fluorogenic substrate, fluorescence; AID 588621;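 active means inhibition at 20 µM, scaled per plate between control wells, above about 37%, limit read from the data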;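 further: 0% = DMSO with enzyme and substrate and 100% = substrate only without enzyme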
# Target sequence (P54829 whole entry, looked up): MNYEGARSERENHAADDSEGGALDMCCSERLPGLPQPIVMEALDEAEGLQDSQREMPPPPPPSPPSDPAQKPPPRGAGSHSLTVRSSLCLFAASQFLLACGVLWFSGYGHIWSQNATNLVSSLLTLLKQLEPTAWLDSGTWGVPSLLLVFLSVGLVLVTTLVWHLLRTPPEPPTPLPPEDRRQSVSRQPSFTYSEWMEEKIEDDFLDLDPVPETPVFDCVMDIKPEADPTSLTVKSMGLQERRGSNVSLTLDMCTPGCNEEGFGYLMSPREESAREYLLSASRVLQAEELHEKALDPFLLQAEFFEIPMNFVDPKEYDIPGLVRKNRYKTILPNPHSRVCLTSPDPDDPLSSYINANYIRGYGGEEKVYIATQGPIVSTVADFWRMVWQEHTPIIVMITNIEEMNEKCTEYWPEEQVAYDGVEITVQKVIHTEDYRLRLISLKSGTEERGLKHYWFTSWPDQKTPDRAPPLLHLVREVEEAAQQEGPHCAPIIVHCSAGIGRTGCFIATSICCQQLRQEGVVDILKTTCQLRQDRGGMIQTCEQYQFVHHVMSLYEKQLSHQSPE
#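 System: STEP (striatal-enriched tyrosine phosphatase) enzyme, cell-free; medium: Bis-Tris pH 6.0 buffer with DTT, detergent; dosing: 20 µM, 1% DMSO; times: reaction 20 min, ambient temperature; detection: fluorescence, 480/540 nm; read-out basis: normalized % inhibition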
# SUMO1 PPI mod: SUMO1-SIM interaction modulation; actives 0.33% (n = 360,000); P63165; inhibition, % at 20 µM; SUMO1 binding to a labelled peptide, TR-FRET, 1 h; in the data active means inhibition above about 37%
# Target sequence (P63165 whole entry, looked up): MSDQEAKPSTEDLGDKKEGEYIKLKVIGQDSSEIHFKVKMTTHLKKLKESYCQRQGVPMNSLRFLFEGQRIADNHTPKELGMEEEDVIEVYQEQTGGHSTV
# DNMT1 inh: blocks human DNA methyltransferase DNMT1 | inhibition (reported as % activation of signal), % at 10 µM | AID 588458 | actives 0.83% (n = 360,000) | DNMT1 molecular beacon, Hinp1I cleavage, fluorescence; in the data active means inhibition above about 50%
# An asterisk follows results filed as active; i = inactive; / = not tested or not shown.
SMILES,CendR NRP1 mod,Tb MetRS inh,LMPTP inh,Scp1 inh,Neddylation inh,NadD block,SKN-1 block,STEP inh,SUMO1 PPI mod,DNMT1 inh
CCOC(=O)/C(=C/C=C1\Sc2cc(C)c(C)cc2N1CC)C(C)=O,128,-0.8,12,8,i,1,23,-47,-40,48
O=C(NCc1ccco1)C(c1ccccc1F)N(Cc1cccnc1)C(=O)Cn1nnc2ccccc21 (stereo unspecified),10,-2.0,0.9,-6,i,-5,6,-3,-2,4
COc1ccc(NC(=O)c2ccc(Br)o2)c([N+](=O)[O-])c1,-3,-0.8,1.8,-8,i,-6,-4,-3,-14,-1
COc1ccc(S(=O)(=O)N2CCCOC2CNC(=O)C(=O)NCc2ccccc2C)cc1 (stereo unspecified),-2,0.4,-1.2,/,i,0,11,-2,1,-1
O=C(CSc1n[nH]c(-c2ccccc2O)n1)N1CCCc2ccccc21,-5,0.5,0.6,-2,i,0,38,3,4,-5
Cc1ccc(CNC(=O)c2ccc(-n3cccc3)cc2)cc1,-18,-0.3,12,55*,i,21,4,4,4,95*
Cc1ccc2c3c1C1(C(=O)N3C(C)(C)CC2C)C(C#N)=C(N)Oc2cc(O)ccc21 (stereo unspecified),1,0.6,2.0,-17,i,-6,15,-5,-2,-11
Cc1ccc2nc(NC(=O)CN3C(=O)NC4(CCCCC4)C3=O)sc2c1,9,-0.1,0.2,4,i,2,6,-1,4,0
Cc1ccc(C(=O)Nc2ccccc2C(=O)Nc2ccccn2)cc1Cl,28*,-0.3,2.9,0,i,-4,3,-4,-1,-1
Cn1ncn2c(=O)c3c(nc12)-c1ccccc1CC31CCCC1,-3,-0.5,1.2,-9,/,-1,-1,2,6,85*
Cc1cc(Br)cc(Br)c1OCC(=O)NNC(=O)CCC(=O)NCc1ccccc1,-5,-0.3,1.8,-8,i,0,-8,-1,0,4
Cc1ccc(Cn2c(N)c(S(=O)(=O)c3cccs3)c3nc4ccccc4nc32)cc1,-5,0.3,1.2,-4,i,32*,-17,0,1,-4
COc1ccc(CNC(=O)CNC(c2ccccc2)c2ccccc2)cc1OC,-7,-1.5,-0.6,-1,i,-4,7,0,-5,4
COc1ccc(/C=N/NC(=O)CNc2n[nH]c(=O)[nH]c2=O)cc1OC,11,-0.4,-1.5,-2,i,-1,11,-2,-5,3
COc1ccc(N2CCN(S(=O)(=O)c3ccc(OC)c(C(=O)N4CCCC4)c3)CC2)cc1,8,-0.4,0.8,-5,i,11,1,-1,4,5
C/C=C(/C)C(=O)Nc1cccc(C2=NOC3(C2)C[C@H](C(N)=O)N(C(=O)c2ccccc2)C3)c1 (stereo partly specified),-2,0.2,-0.3,8,i,2,18,2,0,15
Cc1cc2[nH]c(=O)c(=O)[nH]c2cc1S(=O)(=O)Nc1cccc(C)c1C,5,-0.1,-0.3,3,i,-1,-6,-1,1,1
Cc1ccc2c(=O)n3c(nc2c1)C(Cc1ccccc1)NC(=O)c1cc2ccccc2cc1-3 (stereo unspecified),-19,-0.8,1.4,/,i,26,4,-2,-4,-1
Cc1ccccc1C(=O)NNC(=O)/C=C\C(=O)O,10,-1.1,-1.2,-4,i,-4,3,-1,-16,1
S=C(NCCCN1CCOCC1)NC1CC1,7,-0.5,-5.2,-3,i,-9,10,11,1,1
CC1(C)CC(=O)c2cc(NC(=O)c3ccc(F)cc3)c(=O)oc2C1,-10,-1.1,-1.5,-4,i,-10,-18,-4,-5,-4
O=C(COC(=O)c1cnccn1)Nc1ncc(C(F)(F)F)cc1Cl,-18,-0.3,1.6,0,i,1,18,2,9,5
CC1(C)Cc2c(sc3nc4n(c(=N)c23)CCCCC4)CO1,-9,-0.2,0.9,-62,i,-48,-11,-11,-5,2
CCOC(=O)C(NCc1ccccn1)(NC(=O)c1cccnc1)C(F)(F)F (stereo unspecified),-3,-1.2,1.3,-10,i,-1,25,-2,-2,1
COc1ccc2nc3oc(C(=O)N4CCN(c5ccccc5F)CC4)cc3cc2c1,5,-0.3,1.0,-5,i,4,-4,4,12,9

# Next part.
SMILES,CendR NRP1 mod,Tb MetRS inh,LMPTP inh,Scp1 inh,Neddylation inh,NadD block,SKN-1 block,STEP inh,SUMO1 PPI mod,DNMT1 inh
CCCCOc1ncnc2c1[nH]c1ccc(F)cc12,4,1.1,7.2,4,i,-6,9,10,2,18
CCNC(=O)CC1SC(=Nc2ccc(Cl)cc2)N(CC)C1=O (stereo unspecified),-2,-0.6,-0.5,-6,i,-6,-2,0,2,0
CC(=O)Nc1ccc(C(=O)COC(=O)C2CC2)c(F)c1,4,-0.3,-0.8,1,i,-7,-10,-5,5,2
CC1Cc2cc(-c3csc(NC(=O)Cc4ccccc4)n3)ccc2N1S(C)(=O)=O (stereo unspecified),-4,-0.5,2.3,-13,i,18,5,2,-6,-9
COc1ccc(CC(NC(C)=O)C(=O)NC2CCN(C(=O)C3CCCCC3)CC2)cc1OC (stereo unspecified),3,-0.4,0.4,-7,i,-3,2,1,3,-1
Cc1cc(C)cc(NC(=S)NCc2cccnc2)c1,-1,0.1,-2.2,-4,i,1,-7,1,4,1
Cc1cc(N)cc(C)c1-c1c(Br)cc(N)cc1Br,10,-0.2,-0.3,-10,i,-2,-3,-6,6,-4
Cc1nnc(NC(=O)c2ccc3c(c2)C(=O)N(CCC(C)C)C3=O)s1,0,-0.4,-3.2,-8,i,-3,-16,1,-10,7
CC(O)(c1cccc(F)c1)c1nc(-c2ccc(S(C)(=O)=O)cc2)cs1 (stereo unspecified),1,-0.2,0.3,/,i,-7,20,0,1,1
Cc1ccc(C(=O)NNC(=O)CSc2nnc(-c3ccncc3)n2-c2ccc(C)cc2)cc1,0,0.1,-0.8,/,i,6,11,-5,1,14
CCOC(=O)c1ccc(NC(=O)Cn2cccc2)cc1,-1,0.5,0.1,0,i,-8,18,-1,-3,-6
CN=C(NC)SC1CC(=O)N(c2ccccc2)C1=O (stereo unspecified),13,-1.6,-0.8,3,i,1,-24,-2,-2,0
CCN(C(=O)CSc1nnc(Nc2ccc(OC)cc2)s1)C1CCS(=O)(=O)C1 (stereo unspecified),7,0.0,0.7,10,i,-2,13,-3,49*,11
CSc1ccc(/C=C2\C(=N)N3N=C(CC(=O)N4CCOCC4)SC3=NC2=O)cc1,-32,-0.6,-0.1,19,i,5,-10,-2,-1,1
Cn1nnnc1SCCNC(=O)C1CCC(=O)N(Cc2ccccc2F)C1 (stereo unspecified),-1,-0.1,1.4,-9,i,-2,3,-2,4,3
CCN1C(=NCCOC)N[C@@H](c2ccccc2)[C@H](C(=O)OC)[C@H]1C,6,-0.6,1.4,47,i,9,0,-2,0,-4
CCC(C)N(NC(C)=O)c1nc(Cl)nc(NC(C)C)n1 (stereo unspecified),-6,-0.4,-1.2,-2,i,0,2,3,3,3
Cc1ccc(Nc2nc(COC(=O)COc3ccc(C=O)cc3)cs2)cc1,-12,-0.1,2.6,-3,i,6,9,0,2,-22
Cc1c(C(=O)O)c(=S)sn1CCOc1ccccc1,-17,-1.3,2.6,-9,i,-2,-22,-1,0,-7
Cc1cccc(NC(=O)C2C3CCC4C(CCC32)C4(Cl)Cl)c1 (stereo unspecified),4,-0.1,-0.1,-12,i,4,2,-2,3,9
CCn1cc(C(=O)N[C@H](C(=O)O)C(C)C)c(=O)c2cc3c(cc21)OCO3,-16,-0.6,-0.4,-11,i,-5,-11,-2,6,1
CC1(C)CC(=O)c2c(Cc3ccccc3)noc2C1,1,0.3,0.1,-1,i,-2,7,-2,-1,4
CCC(C)NC(=O)c1cc(-c2ccccc2O)on1 (stereo unspecified),5,0.8,-0.2,-6,i,-6,-4,-3,-4,-3
Cc1nc(Cl)sc1C(=O)O,1,-0.6,-1.6,3,i,1,11,-1,-3,2
Cc1ccc(NC(=O)CSCc2cc(=O)n3ccsc3n2)cc1,2,0.1,-1.7,3,i,2,34*,2,5,2

# With a hit mark in NadD block (from the list above):
canonical_smiles	CendR NRP1 mod	Tb MetRS inh	LMPTP inh	Scp1 inh	Neddylation inh	NadD block	SKN-1 block	SUMO1 PPI mod	DNMT1 inh
Cc1ccc(Cn2c(N)c(S(=O)(=O)c3cccs3)c3nc4ccccc4nc32)cc1	-5	0.3	1.2	-4	i	32*	-17	1	-4

# Further results:
SMILES,CendR NRP1 mod,Tb MetRS inh,LMPTP inh,Scp1 inh,Neddylation inh,NadD block,SKN-1 block,STEP inh,SUMO1 PPI mod,DNMT1 inh
CCN(CC)Cc1c(O)ccc2c(=O)c(-c3ccccc3)coc12,8,-0.8,2.5,-4,/,-4,5,5,0,-16
CCn1c(SCc2cccc(C(F)(F)F)c2)nnc1-c1ccco1,-15,-0.3,0.0,-3,i,5,9,1,10,10
O=C(COC(=O)C1(c2ccc(Cl)cc2)CCCC1)Nc1ncc(C(F)(F)F)cc1Cl,6,0.8,2.1,-10,i,0,5,0,0,1
O=C(c1cc(COc2c(F)cccc2F)on1)N1CCC(c2ccccc2F)C1 (stereo unspecified),-1,-0.1,1.4,-11,i,3,4,2,1,3
Cc1ccc(-n2nc(C)c(/C=N/NC(=O)c3cccnc3)c2Cl)cc1,-15,-0.1,-1.2,-6,i,-9,2,-2,-1,0
O=C(Nc1nccs1)c1cc(S(=O)(=O)N2CCCCC2)ccc1Cl,-11,-0.2,0.7,8,i,0,-8,-1,-2,7
Cc1noc(C)c1CSc1ncnc2sc3c(c12)CCCCC3,-7,-0.3,3.8,-11,i,0,0,4,0,-1
CC(C)(C)N1NC(=O)Nc2ccccc2C1=O,2,0.2,-0.2,-4,i,0,14,2,2,5
COc1ccccc1C(=O)COC(=O)c1ccc(N(C)C)cc1,3,-0.3,1.8,-2,i,6,-9,-2,2,-9
O=C(O)C/C(=C\c1cc(Br)cs1)c1nc2ccccc2o1,12,1.1,-0.6,-10,i,4,8,2,-21,25
CCOc1ccc(N(CC)S(=O)(=O)c2cccc3nsnc23)cc1,10,-0.2,0.2,-6,i,-9,3,1,-30,-1
CCCCn1c(N)c(N(CC)C(=O)CSc2nnc(-c3ccco3)n2CC)c(=O)[nH]c1=O,4,-0.4,0.9,-2,i,5,10,-6,-4,-5

# Reprinted at random: 5 entries already listed
SMILES,CendR NRP1 mod,Tb MetRS inh,LMPTP inh,Scp1 inh,Neddylation inh,NadD block,SKN-1 block,STEP inh,SUMO1 PPI mod,DNMT1 inh
Cn1nnnc1SCCNC(=O)C1CCC(=O)N(Cc2ccccc2F)C1 (stereo unspecified),-1,-0.1,1.4,-9,i,-2,3,-2,4,3
O=C(Nc1nccs1)c1cc(S(=O)(=O)N2CCCCC2)ccc1Cl,-11,-0.2,0.7,8,i,0,-8,-1,-2,7
CC1Cc2cc(-c3csc(NC(=O)Cc4ccccc4)n3)ccc2N1S(C)(=O)=O (stereo unspecified),-4,-0.5,2.3,-13,i,18,5,2,-6,-9
CCOC(=O)c1ccc(NC(=O)Cn2cccc2)cc1,-1,0.5,0.1,0,i,-8,18,-1,-3,-6
Cc1cc(N)cc(C)c1-c1c(Br)cc(N)cc1Br,10,-0.2,-0.3,-10,i,-2,-3,-6,6,-4
